# Compound activity (PubChem)
# Rad51 HR inh: blocks human Rad51 in homologous recombination | inhibition, % at 10 µM | hit rate 0.085% among 200,000 | hRad51 DNA strand exchange, fluorescence dequenching | AID 1385;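 active = inhibition above 40% at the single screening dose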;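 also: 0% = DMSO control wells and 100% = blanks with heterologous ssDNA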
#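 Read-out basis: percent inhibition relative to plate controls and blanks / Assay system: human Rad51 nucleoprotein filaments preassembled on unlabelled ssDNA / Timing: filaments 15 min 37 °C, then compound 30 min / Control set: per-plate controls and blanks / Technique: fluorescence dequenching at 485/520 nm / Compound: 10 µM final, single point / Also added: Fluorescein- and BHQ1-tagged 47-mer duplex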
# Hck-Nef inh: human Hck-Nef kinase inhibition; P08631; inhibition, % at 20 µM; hit rate 0.68% among 220,000; Recombinant Hck-YEEI plus Nef, Z-Lyte FRET kinase assay;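 active = Hck-Nef kinase inhibition above about 50%, limit read from the data; inactive = inhibition below that limit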;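 also: 0% = DMSO with Hck plus Nef and 100% = Hck alone without Nef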
# 14-3-3 Bad inh: disrupts binding of bovine 14-3-3 zeta to phospho-Bad peptide; P63103; AID 781; hit rate 0.71% among 220,000; inhibition, % at 21.7 µM; TR-FRET 14-3-3zeta/Dy647-pBad peptide displacement, 1 h;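 active = inhibition above about 70%, limit read from the data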;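 also: 0% = full 14-3-3 plus peptide FRET controls and 100% = background without 14-3-3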
# Calpain2 inh: inhibitors of pig calpain II; purified calpain II, fluorogenic peptide substrate, 30 min; inhibition, % at 16 µM; hit rate 0.37% among 220,000; AID 1236;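 active = inhibition above about 50%, limit read from the data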
# PGE2 EP2 inh: EP2 receptor (human) inhibition | C6 glioma cells expressing human EP2, cAMP TR-FRET; cells stimulated with saturating PGE2 | inhibition, % at 25 µM | hit rate 0.52% among 260,000 | AID 1422;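 active = percent inhibition above 40 after rounding to a whole number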;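 also: rat C6 glioma host cells with rolipram phosphodiesterase inhibitor present; the protocol text gives 20 µM as final concentration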
# Tb hexokinase: T. brucei hexokinase 1 inhibition. recombinant TbHK1, G6PDH-coupled NADH A340. inhibition, % at 10 µM. hit rate 0.11% among 220,000. AID 1430;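 active = inhibition of 50% or more in the single-dose primary screen; inactive = inhibition below 50%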
# eIF4E 4G PPI: blocks eIF4E binding to eIF4G; P63073+Q04637; TR-FRET eIF4E-eIF4GI(517-606) binding, 2 h; inhibition, % at 21.7 µM; hit rate 0.37% among 220,000;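 active = inhibition above about 30%, limit read from the data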;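 also: 0% = full FRET control wells and 100% = background wells lacking eIF4GI fragment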
# Target sequence (P63073 whole entry, looked up, the tested form may be a part): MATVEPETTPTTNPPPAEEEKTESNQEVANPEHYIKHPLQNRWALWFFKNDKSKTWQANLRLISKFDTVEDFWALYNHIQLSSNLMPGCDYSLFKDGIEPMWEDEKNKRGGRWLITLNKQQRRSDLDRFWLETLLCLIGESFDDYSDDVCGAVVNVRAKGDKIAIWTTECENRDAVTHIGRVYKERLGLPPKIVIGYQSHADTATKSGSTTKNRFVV
# Target sequence (Q04637 whole entry, looked up, the tested form may be a part): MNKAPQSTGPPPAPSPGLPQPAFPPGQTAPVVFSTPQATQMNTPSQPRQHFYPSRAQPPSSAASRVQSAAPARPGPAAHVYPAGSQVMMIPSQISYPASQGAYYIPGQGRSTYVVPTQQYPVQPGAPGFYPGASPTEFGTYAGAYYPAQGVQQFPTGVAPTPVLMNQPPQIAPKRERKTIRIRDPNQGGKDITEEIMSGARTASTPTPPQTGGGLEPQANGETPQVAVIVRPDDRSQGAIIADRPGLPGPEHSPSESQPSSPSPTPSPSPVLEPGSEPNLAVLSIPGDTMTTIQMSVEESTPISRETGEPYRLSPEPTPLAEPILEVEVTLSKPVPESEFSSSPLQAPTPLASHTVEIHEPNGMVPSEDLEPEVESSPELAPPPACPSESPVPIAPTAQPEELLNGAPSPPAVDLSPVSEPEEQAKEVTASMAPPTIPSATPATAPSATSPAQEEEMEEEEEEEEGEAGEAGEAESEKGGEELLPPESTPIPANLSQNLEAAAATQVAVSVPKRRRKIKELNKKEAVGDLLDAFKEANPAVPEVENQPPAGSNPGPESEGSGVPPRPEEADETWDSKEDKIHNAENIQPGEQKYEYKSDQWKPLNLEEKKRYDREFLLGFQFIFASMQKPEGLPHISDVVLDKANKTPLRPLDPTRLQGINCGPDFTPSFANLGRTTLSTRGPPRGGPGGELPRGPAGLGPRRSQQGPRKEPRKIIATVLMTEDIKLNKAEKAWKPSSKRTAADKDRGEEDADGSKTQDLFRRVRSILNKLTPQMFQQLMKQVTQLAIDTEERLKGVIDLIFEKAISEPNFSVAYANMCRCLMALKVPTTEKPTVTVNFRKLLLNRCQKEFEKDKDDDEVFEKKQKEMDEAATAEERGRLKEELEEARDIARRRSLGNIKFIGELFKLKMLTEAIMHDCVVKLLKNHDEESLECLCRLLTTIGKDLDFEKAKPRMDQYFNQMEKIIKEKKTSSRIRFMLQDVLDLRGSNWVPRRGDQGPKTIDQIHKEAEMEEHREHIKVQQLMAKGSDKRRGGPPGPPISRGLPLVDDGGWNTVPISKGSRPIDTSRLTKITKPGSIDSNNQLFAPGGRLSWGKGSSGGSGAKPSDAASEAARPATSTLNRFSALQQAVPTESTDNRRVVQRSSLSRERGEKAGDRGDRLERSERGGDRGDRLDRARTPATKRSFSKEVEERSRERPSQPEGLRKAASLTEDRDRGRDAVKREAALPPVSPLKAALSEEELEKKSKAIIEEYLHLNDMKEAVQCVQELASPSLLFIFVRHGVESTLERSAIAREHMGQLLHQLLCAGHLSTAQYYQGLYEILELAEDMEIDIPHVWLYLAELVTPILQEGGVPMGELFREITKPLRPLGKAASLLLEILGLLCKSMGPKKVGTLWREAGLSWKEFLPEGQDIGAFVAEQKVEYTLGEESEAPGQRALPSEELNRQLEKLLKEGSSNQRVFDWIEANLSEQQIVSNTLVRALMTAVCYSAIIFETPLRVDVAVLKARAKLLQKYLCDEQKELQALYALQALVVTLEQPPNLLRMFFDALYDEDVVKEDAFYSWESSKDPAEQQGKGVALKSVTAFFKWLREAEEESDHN
# EP2 modulator: modulators of human EP2 prostaglandin E2 receptor; EP2-expressing cells, cAMP HTRF FRET, PGE2 co-stimulation; induction, % at 25 µM; hit rate 0.83% among 260,000; AID 940;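 active = compounds whose cAMP rise, as percent of the full-agonist control response, exceeds 60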;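 also: rat C6 glioma line stably carrying human EP2 under a CMV promoter; the protocol text gives 20 µM as final concentration; 100% = response of wells given 1 µM PGE2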
# zVAD death inh: blocks zVAD induced death of L929 cells; L929 zVAD necroptosis rescue, ATP luminescence, 24 h; with zVAD 60 µM; hit rate 0.38% among 220,000; AID 1377; viability rescue, % at 10 µM;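 active = activation, scaled between plate controls, above about 75%, limit read from the data; inactive = activation under that limit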;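 also: 0% = zVAD with DMSO and 100% = DMSO alone without zVAD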
# * hit, by the source's call; / = no result given; & = joins results of further samples; [ ] = remark or other dose. The list is partial; count on the stated rates, not on these rows.
SMILES,Rad51 HR inh,Hck-Nef inh,14-3-3 Bad inh,Calpain2 inh,PGE2 EP2 inh,Tb hexokinase,eIF4E 4G PPI,EP2 modulator,zVAD death inh
Cc1ccc(-n2cccc2/C=C2\C(=N)N3N=C(c4ccco4)SC3=NC2=O)cc1,-15,70*,74*,-35,13,-11,56*,-48,0.0
O=S(=O)(NCCCCCNS(=O)(=O)c1ccccc1)c1ccccc1,5,2,0,21,7,8,1,-39,0.4
O=C(NCC(F)(F)F)Nc1nnc(C(F)(F)F)s1,-5,1,-3,-63,8,-3,1,8,0.7
CCc1ccc(/C=C/c2c[nH]c3ccccc23)[n+](CC)c1,/,3,-2,-22,12,-10,0[fluorescence artefact?],-10,0.1
Cc1ccc(C(=O)NNC(=O)CCC(=O)Nc2cc(C)on2)cc1,2,1,-2,17,4,1,5,6,0.2
COc1ccccc1-c1ccc(=O)n(CC(=O)NCC2CCCO2)n1 (stereo not given),-1,36,12,13,10&5,3,2,-86&3,-0.6
Cc1ccc(S(=O)(=O)N(CCC(=O)O)Cc2ccc(Cl)cc2)cc1,7,-1,3,-3,13,-6,-6,7,0.8
O=C(c1ccc(Cl)cc1Cl)C1(n2cncn2)Oc2ccccc2C1O (stereo not given),2,-1,2,21,2,4,1,-39,1.0
Cc1cccc(C)c1NC(=S)/C(=C(\[O-])c1cccs1)[n+]1ccccc1,-17,2,5[fluorescence artefact?],11,13,-37,-1,32,-0.3
CC(C)OP(=O)(OC(C)C)C(Nc1ccccc1)c1ccc2c(c1)OCO2 (stereo not given),18,1,-1,21,8,-1,4[fluorescence artefact?],21,-0.5
CCCCNC(=O)c1sc(=S)n2c1[nH]c(=O)c1ccccc12,-4,1,24[fluorescence artefact?],-19,8,1,5[fluorescence artefact?],-11,0.2
CCc1cccc(C)c1NC(=O)c1cc(C)oc1C,-3,3,0[fluorescence artefact?],-13,3,0,-3,45,-1.3
Cc1ccc(-c2cc(C(=O)Nc3cc(C)ccc3C)[nH]n2)c(O)c1,2,2,7[fluorescence artefact?],1,9,-3,2[fluorescence artefact?],-14,0.0
O=C(/C=C\c1ccccc1)Nc1nccs1,-4,1,-8,-7,15,-9,0,-40,103*
N=C1C(c2nc(-c3ccc(Cl)cc3)cs2)=C(O)CN1NC(=O)c1ccc(O)cc1,-1,45,77*,-44,5,-10,-11,-4,0.1
COc1cccc(C(=O)NC2=NCCS2)c1OC,3,8,-4,-25,4,-6,-4[fluorescence artefact?],3,-0.6
O=C(NCc1ccccn1)c1ccc(-c2ccccc2)cc1,23,19,-11,-17,3,4,3,-67,26
Cc1ccc2nc(-c3ccccc3)cc(C(=O)N3CCc4ccccc4C3)c2c1,/,0,-6,20,/,-4,-3,39,-0.1
O=C(CSc1ccc(-c2ccco2)nn1)NCc1ccc(F)cc1,-4,0,-7,-17,13,-1,1,15,0.5
Cc1cc(NC(=O)c2cc3ccccc3o2)cc(C)c1OCC(=O)N1CCOCC1,-32,3,5,-23,7,-1,3,11,22
O=c1[nH]c(CN2CCN(Cc3ccc4c(c3)OCO4)CC2)nc2ccccc12,7,0,1[fluorescence artefact?],-11,3,-5,1,22,0.0
CC(C)CCn1c(Oc2ccc(Cl)cc2)nc2c1c(=O)n(C)c(=O)n2C,2,-2,-3,16,-1,-9,3,73*,-0.7
O=C(C[n+]1ccc2ccccc2c1)c1ccc(NC(=O)c2ccccc2)cc1,-1,16,7,-12,14,-5,0,-19,20
Cc1ccc(OCC(=O)Nn2cnc3ccccc32)cc1,-3,-1,66,7,10,4,-6,-22,0.0
Cn1c(=O)c(C(=O)CN2CCN(S(=O)(=O)c3ccccc3)CC2)c(N)n(Cc2ccccc2)c1=O,-1,1,-5,6,11,25,3,-17,0.0
C/C(=N\NC(=O)CN1CCOCC1)C(C)(C)C,-8,2,1,0,7,6,-2,15,0.0
CCn1nnnc1SCC(=O)NC1CCCC1,-9,0,-6,-1,12,2,2,15,-0.2
Cc1ccccc1NC(=S)N1CCCN(Cc2ccc(F)cc2)C1,-13,18,-1,25,1,10,0,-18,-0.3
Cc1c(Cl)c([N+](=O)[O-])nn1Cc1ccc(C(=O)N/N=C\c2cc(Cl)ccc2O)o1,20,1,-8,-77,16,1,-14,-33,29
C=CCSC1=Nc2sccc2C2=NC(=O)CN12,/,1,18[fluorescence artefact?],-26,/,-18,12[fluorescence artefact?],28,0.2
Cc1cccc2sc(NNC(=O)c3ccc(S(=O)(=O)N4CC(C)CC(C)C4)cc3)nc12 (stereo not given),-1,3,0,-48,7,3,7,-27,42
CCOC(=O)C1=C(C)NC(C)=C(C(=O)OCC)C1c1ccc(C)o1,11,11,-6,-1,11,-18,0,15,-0.2
CC(=O)OC(C(=O)NC1CCCCC1)c1cccc(F)c1 (stereo not given),1,22,-4,-5,5,2,-1,16,29
CCOC(=O)c1oc2c(CN3CCN(C)CC3)c(O)ccc2c(=O)c1-c1ccc(Br)cc1,-1,3,13,-10,3,-16,4,-12,0.4
O=[N+]([O-])c1cccc(/C([O-])=C(/C(=S)Nc2ccccc2F)[n+]2ccccc2)c1,/,5,-8,3,0,-26,2,-21,0.0
Cn1c(SCC(=O)c2ccc(F)cc2)nnc1-c1ccccn1,27,8,-7,-11,7,-13,-1,-13,-0.4
COC(=O)C1=C(C(=O)c2ccccc2)C(c2ccc(O)c(OC)c2)n2nnnc2N1 (stereo not given),-3,0,-14,-44,12,-7,10,14,0.0
NNC(=O)c1cnn(Cc2ccccc2)c1N,-3,5,-3,22,0,0,1,16,0.8
CC[C@]12CCCN3CCc4c(n(c5ccccc45)C(=O)C1)C32 (stereo not given in full),0,0,-4,-16,13,-8,1,7,0.7
CSc1ccc(CN2CCC(CO)(Cc3ccc(Cl)cc3)CC2)cc1,-34,-12,-4,24,6,8,-2,-44,2.1
Cc1ccc(C(=O)NCC(=O)OCC(=O)c2ccc3c(c2)OCCO3)cc1C,1,3,0,-19,12,-6,-1,-20,-0.5
O=C(Nc1ccc(O)cc1)c1cccc(Oc2ccc([N+](=O)[O-])cc2)c1,/,16,-10,19,10,-3,-1,-72,1.4
COc1ccc(/C=C2\SC(=S)N(CCCC(=O)NNC(=O)c3ccccc3O)C2=O)cc1,1,28,3,-37,5,2,7,-15,36
CCCOC(=O)c1[nH]c2c(c1C)C(=O)CC(c1cccs1)C2 (stereo not given),5,-1,4[fluorescence artefact?],-36,13,-3,-20,5,-1.3
O=C(CN1CC(c2ccccc2)CC1=O)Nc1ccc2c(c1)OCO2 (stereo not given),/,-2,2[fluorescence artefact?],-10,4,-8,-1,2,/
O=[N+]([O-])c1cc2c(cc1/C=N/n1c(-c3ccccc3)n[nH]c1=S)OCO2,6,0,10,-20,2,-4,22,22,-0.4
CC(=O)OCC(=O)Nc1cc(S(=O)(=O)N2CCCCCC2)ccc1Cl,2,26,-4,-14,5,5,-4,-50,1.0
COc1ccc(C(=O)NC(=S)N2CCCCC2)cc1[N+](=O)[O-],5,2,-14,9,8,25,-1[fluorescence artefact?],15,-0.5
CC(C)C[C@@H]1NC(=O)[C@H](Cc2ccc(O)cc2)NC(=O)c2cc([N+](=O)[O-])cc(I)c2NCCC[C@@H](C(N)=O)NC1=O,5,-4,6,-83,8,-4,-2,19,1.5
COc1ccc(C)cc1-n1c(SCC(=O)Nc2cc(C)on2)nc2ccccc2c1=O,5,-3,-4,-57,9,-1,-7,9,-0.9
O=C(Nc1ccccc1N1CCOCC1)c1cccs1,-6,8,-7,-8,17&16,1,1,-3&19,-0.4
CCOC(=O)/C(=N\Nc1ccccc1Cl)N1CCN(c2ccccc2OC)CC1,7,21,-7,-2,7,-9,-2,45,0.5
Cc1n[nH]c(C)c1NC(=O)c1cc([N+](=O)[O-])ccc1Cl,-4,20,-15,-49,10,-4,-1,32,2.9
COC(=O)c1ccc(Cl)c(NC(=O)CSc2ncn[nH]2)c1,1,9,-3,-23,4,6,-4,-1,0.5
O=C(c1ccc(S(=O)(=O)c2ccccc2)cc1)N1CCc2ccccc2C1,4,2,-16[fluorescence artefact?],11,12,33,4,-52,1.0
NS(=O)(=O)c1ccc(CCNC(=O)c2cccnc2)cc1,-4,11,-8,7,4,-8,1,14,-0.3
Cc1ccc(S(=O)(=O)C2(C(=O)N3CCCCCC3)CC2)cc1,-5,0,8,-19,2,2,2,-5,0.0
O=C(CNCCc1ccc(Cl)cc1Cl)NCc1ccco1,-7,18,-2,-6,7,1,-1,-13,-0.1
Cc1ccc2cc(C)c3nnc(SCC(=O)N4CCCc5ccccc54)n3c2c1C,/,2,3,6,/,-9,2,-3,-0.2
O=S(=O)(Cc1ccccc1)NCc1ccccn1,-1,13,-10,-7,5,4,4,5,-0.1

# Complete entries, quoted from the list. Order of screens: Rad51 HR inh	Hck-Nef inh	14-3-3 Bad inh	Calpain2 inh	PGE2 EP2 inh	Tb hexokinase	eIF4E 4G PPI	EP2 modulator	zVAD death inh
# CC(C)C[C@@H]1NC(=O)[C@H](Cc2ccc(O)cc2)NC(=O)c2cc([N+](=O)[O-])cc(I)c2NCCC[C@@H](C(N)=O)NC1=O is listed as 5	-4	6	-83	8	-4	-2	19	1.5
# Cc1n[nH]c(C)c1NC(=O)c1cc([N+](=O)[O-])ccc1Cl is listed as -4	20	-15	-49	10	-4	-1	32	2.9
# O=C(c1ccc(S(=O)(=O)c2ccccc2)cc1)N1CCc2ccccc2C1 is listed as 4	2	-16[fluorescence artefact?]	11	12	33	4	-52	1.0

# Remaining list, next part.
SMILES,Rad51 HR inh,Hck-Nef inh,14-3-3 Bad inh,Calpain2 inh,PGE2 EP2 inh,Tb hexokinase,eIF4E 4G PPI,EP2 modulator,zVAD death inh
Cc1nc2nc(-c3ccc(Cl)cc3)cn2nc1C,/,4,3,-467,/,-8,3,32,0.7
CCOc1ccc(-c2nnn(CC#N)n2)cc1OC,-1,16,-7,-18,19,5,0,9,-1.3
O=C(Nc1ccc2c(c1)OCCO2)C1CCN(c2nnnn2-c2ccccc2)CC1,-2,-1,-11,17,3,-3,-7,-31,0.2
Cc1cc(/C=N/NC(=O)c2cccs2)c(C)n1-c1cnccn1,/,4,-7,-13,6,-67,-3,-10,0.1
O=C(NN1C(=O)C2C3C=CC(C4CC34)C2C1=O)c1ccc(Cl)cc1 (stereo not given),1,-1,1,-16,13,8,-5,17,0.8
COc1cccc(NC(=O)C2(S(=O)(=O)c3ccc(Cl)cc3)CC2)c1,13,15,-3,10,9,-5,-6,-54,-0.1
S=C(Nc1ccccc1Cl)N(CCCN1CCOCC1)Cc1ccccn1,0,7,-2,3,8,0,1,25,-0.2
O=C(Cn1cc(C(=S)N2CCOCC2)c2ccccc21)N1CCOCC1,1,2,-1,17,10,0,0,7,-0.1
C/C(=C/c1ccccc1)C(=O)N1CC(C)OC(C)C1 (stereo not given),-7,2,0,-6,8,1,3,3,1.9
COc1ccccc1C(=O)NCC(=O)N/N=C/c1ccc([N+](=O)[O-])cc1,-4,20,-4,21,5,-17,4,-49,1.4
CCOC(=O)C1=C(c2ccccc2)NC(=O)NC1c1cc(Br)c(O)c(OC)c1 (stereo not given),4,23,-25,-14,8,-3,0,28,0.8
C[C@@H]1Cc2c(O)c(O)cc(O)c2C(=O)O1,3,15,1,9,13,-11,-14,20,2.3
COc1cc(NC(=O)c2cccs2)c(C(=O)OCC(=O)c2cc(C)n(-c3ccc(F)cc3)c2C)cc1OC,-1,4,-5[fluorescence artefact?],-149,6,3,-2,18,0.9

# Part of the list above, limited to Calpain2 inh, eIF4E 4G PPI and Tb hexokinase.
SMILES,Calpain2 inh,eIF4E 4G PPI,Tb hexokinase
C/C(=C/c1ccccc1)C(=O)N1CC(C)OC(C)C1 (stereo not given),-6,3,1
COc1cccc(NC(=O)C2(S(=O)(=O)c3ccc(Cl)cc3)CC2)c1,10,-6,-5
